UTI89 phage lysis: protection from phage-mediated lysis, alamar blue read-out – E. coli UTI89, K1F phage, bacterial capsule biogenesis inhibitors (AID 488966); E. coli UTI89 K1F phage lysis, alamar blue, 2 h; higher % means a stronger effect; one-dose inhibition, % at 100 µM; IC50 in µM for titrated hits; actives 0.02% (n = 340,000);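 active = phage lysis inhibition, versus mean bacterial control, above a set limit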;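 note: capsule biogenesis inhibitors block K1F phage lysis so surviving cells raise fluorescence; higher fluorescence means more inhibition of phage lysis; actives were called in the ten point dose series up to 300 µM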
AID2073: disruptors of CaV2.2 binding to Mint1 – biochemical, HTRF (AID 2073). actives 0.19% (n = 290,000). inhibition, % at 20 µM; hits with a dose series show IC50 in µM. HTRF protein-protein interaction, Mint1-CaV2.2; higher % means a stronger effect; in the data active = inhibition mostly above about 51%, no sharp cut-off; note: some results filed as inactive read as strong as hits
GPR55 LPI antagonism: inhibition of LPI-stimulated GPR55 beta-arrestin translocation – imaging, U2OS, beta-arrestin-GFP, LPI agonist, primary screen (AID 2013). U2OS GPR55 beta-arrestin-GFP translocation imaging, LPI antagonism; higher % means a stronger effect. inhibition, % at 10 µM; hits with a dose series show IC50 in µM. actives 0.13% (n = 290,000);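 active = spots per cell inhibited over 60%, with over 100 cells counted and total cytoplasm intensity under 500,000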;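 note: U2OS cells stably carrying GPR55 and arrestin-GFP stimulated by 5 µM LPI near EC80; imaged beta-arrestin-GFP aggregate spots per cell after agonist stimulation; plate controls were LPI-stimulated DMSO wells for no effect and DMSO wells without LPI for full effect; some results filed as inactive read as strong as hits; confirmed hits need IC50 under 10 µM and bright autofluorescent wells are also inconclusive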
Siah-1 displacement: blockers of Siah-1 interaction with plectin peptide – biochemical, fluorescence polarization, rhodamine-plectin, uHTS, primary screen (AID 1817) | displacement, % at 20 µM, or IC50 in µM where a hit was titrated | actives 0.02% (n = 290,000) | Siah-1 / rhodamine-plectin peptide fluorescence polarization; higher % means a stronger effect;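 active = displacement of at least 50% at 20 µM, with a fluorescence ratio check between 0.3 and a set limit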;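 note: plate controls were Siah plus tracer with DMSO for no effect and tracer alone without Siah for full effect; strong numbers were not always called active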
GPR55 activation: selective activators of receptor GPR55 – imaging, U2OS cells, beta-arrestin-GFP redistribution, primary screen (AID 1961) | U2OS GPR55 beta-arrestin-GFP redistribution imaging; higher % means a stronger effect | actives 0.048% (n = 290,000) | one-dose activation, % at 10 µM; EC50 in µM for titrated hits;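 active = activation above 40% with more than 50 cells counted in the well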;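 note: U2OS osteosarcoma cells stably expressing GPR55 and beta-arrestin-GFP; plate controls were DMSO negative control for no effect and LPI positive control for full effect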
Dengue-2 NS5 capping: flavivirus cap methylation enzyme inhibition – biochemical, confirmation dose response, primary screen (AID 588689). Dengue-2 NS5 methyltransferase capping enzyme assay, biochemical; higher % means a stronger effect. inhibition, % at 25 µM; hits with a dose series show IC50 in µM. actives 0.3% (n = 340,000); in the data active = a potency from the dose series
GPR35 arrestin U2OS: inhibition of zaprinast-stimulated GPR35 beta-arrestin translocation – imaging, U2OS, beta-arrestin-GFP, zaprinast agonist, primary screen (AID 2058). U2OS GPR35 beta-arrestin-GFP translocation imaging, zaprinast antagonism; higher % means a stronger effect. inhibition, % at 10 µM; hits with a dose series show IC50 in µM. actives 0.052% (n = 290,000);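 active = inhibition of at least 50% with at least 30 cells and total cytoplasm GFP at most 10,000,000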
NTR1 ag: NTR1-driven beta-arrestin-GFP spot formation – imaging, U2OS cells, high content, primary screen (AID 493036); actives 0.17% (n = 330,000); activation, % at 20 µM; agonist mode;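 active = activation at or above 40% of the spot to cytoplasm intensity ratio, with at least 20 cells analyzed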;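 note: 0% = DMSO without peptide and 100% = 100 nM NTR1 peptide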
Target sequence (P30989 whole entry, looked up): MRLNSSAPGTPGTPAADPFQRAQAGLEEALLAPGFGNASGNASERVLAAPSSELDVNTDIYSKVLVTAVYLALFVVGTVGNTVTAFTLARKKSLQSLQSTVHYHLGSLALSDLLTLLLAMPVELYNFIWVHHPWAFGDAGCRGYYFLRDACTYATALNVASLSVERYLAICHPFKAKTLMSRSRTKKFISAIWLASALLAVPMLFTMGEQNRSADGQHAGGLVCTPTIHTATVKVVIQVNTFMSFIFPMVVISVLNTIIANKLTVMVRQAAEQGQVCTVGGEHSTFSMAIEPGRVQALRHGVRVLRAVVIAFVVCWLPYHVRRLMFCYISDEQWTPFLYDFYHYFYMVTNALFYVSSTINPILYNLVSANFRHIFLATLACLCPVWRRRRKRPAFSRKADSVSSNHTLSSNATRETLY
HIV fusion peptide: inhibitors of HIV fusion peptide binding, primary screen, biochemical, uHTS, fluorescence dequenching (AID 1986); cell-free peptide binding, fluorescence dequenching, 30 min; higher % means a stronger effect; one-dose inhibition, % at 20 µM; IC50 in µM for titrated hits; actives 0.3% (n = 290,000); in the data active = inhibition mostly above about 52%, no sharp cut-off; inactive = mostly below about 76%; note: some results filed as inactive read as strong as hits
NTR1 ag cell count 20 µM: second read-out of NTR1 ag, no call of its own (marks repeat the call); cell count; measured here: cell count, cytotoxicity flag
Dengue-2 NS5 capping pilot replicate: second read-out of Dengue-2 NS5 capping, no call of its own (marks repeat the call); inhibition, %; measured here: pilot screen replicate inhibition
Numbers without * were called inactive; / = not tested or not shown; [ ] = remark or other dose.

SMILES	UTI89 phage lysis	AID2073	GPR55 LPI antagonism	Siah-1 displacement	GPR55 activation	Dengue-2 NS5 capping	GPR35 arrestin U2OS	NTR1 ag	NTR1 ag cell count 20 µM	HIV fusion peptide	others
O=c1c2sc(-c3ccccc3)cc2nc2n1CCC2	0.0%	24%	11%	-1%	0.3%	-4%	-14%	0.2	81	-0.2%
Cc1cccc(-c2noc(CN(C(=O)C34CC5CC(CC(C5)C3)C4)C(C)C)n2)c1	0.2%	0%	8%	14%	-0.2%	-2%	6%	6.6	43	-1.5%
COc1ccc2oc(C(=O)OCC(=O)NC(=O)NC(C)C)c(C)c2c1	0.5%	15%	11%	-1%	-0.2%	1%	15%	1.7	83	2.8%	Dengue-2 NS5 capping pilot replicate=-0.3
CCOc1ccccc1CN1CCNC(=O)C1CC(=O)NCCCn1cccn1 (configuration not stated)	0.1%	-4%	-26%	-3%	-0.1%	2%	0%	0.1	53	2.6%
CC1=C(C(=O)Nc2ccccc2C)C(c2ccc(C)o2)NC(=S)N1 (configuration not stated)	2.5%	-12%	14%	2%	-0.1%	-4%	4%	2.2	55	-0.4%
CCCNC(=O)Cc1c(O)c2ccccc2[nH]c1=O	0.2%	-3%	-4%	3%	0.5%	1%	-12%	1.0	49	-1.6%
CCOc1cccc2sc(=NC(=O)c3ccco3)n(CC(=O)OC)c12	0.0%	20%	-5%	2%	-0.3%	4%	2%	3.2	43	1.8%
C=CCSc1nc2ccsc2c(=O)n1-c1cccnc1	/	14%	4%	6%	-0.3%	/	2%	1.6	51	-2.1%
Cc1ccc(CNC(=O)CCS(=O)(=O)c2ccc3c(c2)NC(=O)C(C)S3)cc1 (configuration not stated)	0.1%	9%	10%	15%	-0.2%	-12%	8%	1.6	51	0.7%
COc1ccccc1N=Nc1c(C)n[nH]c1C	0.0%	4%	-1%	1%	-0.3%	-6%	-17%	-1.3	91	-2.1%
O=C(CCC(=O)N1CCN(c2ccc(Cl)c(Cl)c2)CC1)c1ccccc1	0.0%	-1%	-6%	35%	-0.1%	-4%	-3%	6.2	44	-0.5%
CCOC(=O)c1ccc(N2CN(CCc3ccccc3)CNC2=S)cc1	-0.2%	-8%	-8%	20%	0.1%	-11%	8%	1.4	43	-0.4%
CCc1sc(C(=O)NCc2cc(C)n(C)n2)cc1Br	-1.1%	6%	-8%	-2%	0.2%	-2%	3%	-0.5	52	-3.0%
O=C(CN(C1CC1)S(=O)(=O)c1ccc(S(=O)(=O)N2CCCCCC2)cc1)Nc1ccccc1	5.0%	0%	1%	8%	-0.3%	-1%	1%	16	68	-2.2%
COc1ccc(N(CC(=O)Nc2ccc(S(=O)(=O)N3CCOCC3)cc2)S(=O)(=O)c2ccc(F)cc2)cc1	0.2%	13%	-4%	-3%	0.0%	-1%	17%	2.4	54	-1.2%
O=C(NN=C1CCCC1)c1cc(Cl)cc(Cl)c1O	0.0%	15%	3%	5%	-0.2%	1%	4%	-1.1	69	3.4%
O=c1c2nnn(-c3ccccc3)c2ncn1C/C=C/c1ccccc1	0.7%	5%	12%	6%	0.8%	-5%	-15%	10	57	4.4%
Cc1sc2nc(C3CC3)nc(NCCNS(C)(=O)=O)c2c1C	15%	-10%	0%	-2%	-0.1%	-2%	-2%	1.9	63	-2.3%
CCCCOc1ccc(NC(=O)C(=O)NCCCn2ccnc2)cc1	7.2%	1%	8%	0%	-0.2%	-4%	8%	0.2	69	-1.8%
NS(=O)(=O)c1ccc(CCNc2nc3c(-c4cccc(F)c4)nnn3c3ccccc23)cc1	3.9%[50 µM]	14%	-10%	5%	0.1%	-1%	-1%	25	89	2.2%
Cc1n[nH]c(=O)nc1N/N=C/c1ccco1	0.4%	-2%	11%	20%	-1.2%	1%	-12%	0.1	88	-2.6%
Cc1[nH]c2c(C)cccc2c1CC(=O)O	0.4%	-8%	11%	-4%	0.1%	-1%	-12%	-1.1	40	4.3%
CC(C)c1ccc(S(=O)(=O)N2CCN(C(=O)c3cc(-c4ccccc4)n[nH]3)CC2)cc1	1.8%	2%	-3%	3%	-0.3%	-6%	15%	-2.7	50	1.0%
CN(C)C(=O)c1ccc2c(c1)C1C3CCC(C3)C1C(c1ccccc1)N2 (configuration not stated)	-0.2%	-1%	10%	3%	-0.1%	-5%	-5%	-0.4	119	0.0%
N#Cc1ccc(-c2ccc(OCC(=O)NCCc3ccccc3)cc2)cc1	3.2%	10%	3%	-9%	0.2%	-5%	20%	5.6	45	-1.8%
Cc1ccc2nc3c(c(N)c2c1)CCN3C	0.4%[50 µM]	-7%	-5%	4%	-0.2%	-3%	-1%	0.2	75	0.0%
CCOC(=O)C1=C(C)NC(C)=C(C(=O)OCC)C1C(=O)OCC(=O)c1ccc2c(c1)OCCO2	-0.3%	28%	2%	0%	-0.2%	-5%	10%	-1.2	76	1.6%
NC(=O)c1c(NC(=O)c2cccnc2Cl)sc2c1CCCC2	1.4%[50 µM]	1%	-1%	-5%	-0.1%	-5%	7%	2.2	84	-2.2%
Cc1cccc(C)c1NS(=O)(=O)c1c(C)[nH]c(=O)[nH]c1=O	0.0%	16%	2%	1%	-0.1%	-8%	8%	-0.3	73	3.9%
COC(=O)c1cccc2c1-c1ccccc1/C2=N/O	3.0%[50 µM]	7%	-9%	2%	0.0%	-6%	6%	1.3	68	0.2%

Continued, starting with the last 6 of the part before.
SMILES	UTI89 phage lysis	AID2073	GPR55 LPI antagonism	Siah-1 displacement	GPR55 activation	Dengue-2 NS5 capping	GPR35 arrestin U2OS	NTR1 ag	NTR1 ag cell count 20 µM	HIV fusion peptide	others
N#Cc1ccc(-c2ccc(OCC(=O)NCCc3ccccc3)cc2)cc1	3.2%	10%	3%	-9%	0.2%	-5%	20%	5.6	45	-1.8%
Cc1ccc2nc3c(c(N)c2c1)CCN3C	0.4%[50 µM]	-7%	-5%	4%	-0.2%	-3%	-1%	0.2	75	0.0%
CCOC(=O)C1=C(C)NC(C)=C(C(=O)OCC)C1C(=O)OCC(=O)c1ccc2c(c1)OCCO2	-0.3%	28%	2%	0%	-0.2%	-5%	10%	-1.2	76	1.6%
NC(=O)c1c(NC(=O)c2cccnc2Cl)sc2c1CCCC2	1.4%[50 µM]	1%	-1%	-5%	-0.1%	-5%	7%	2.2	84	-2.2%
Cc1cccc(C)c1NS(=O)(=O)c1c(C)[nH]c(=O)[nH]c1=O	0.0%	16%	2%	1%	-0.1%	-8%	8%	-0.3	73	3.9%
COC(=O)c1cccc2c1-c1ccccc1/C2=N/O	3.0%[50 µM]	7%	-9%	2%	0.0%	-6%	6%	1.3	68	0.2%
CCCn1c(=O)c(C#N)cn(C2CC2)c1=O	1.1%	-16%	12%	2%	0.2%	-12%	-7%	1.3	47	0.8%
Cc1ccc(C23CC4CC(CC(C(=O)N5CCOCC5)(C4)C2)C3)cc1	5.6%	-2%	9%	4%	-0.1%	-2%	-10%	1.9	43	2.2%
O=C(O)CC1SC(=Nc2cccc(C(F)(F)F)c2)NC1=O (configuration not stated)	0.4%	-6%	3%	3%	-0.1%	-1%	-15%	-0.3	50	-1.3%
O=C(CCc1ccccc1)Nc1ccc2c(c1)OCCO2	-0.1%	-8%	-7%	1%	0.2%	5%	-11%	1.2	66	-1.3%
CCn1nnc2cc(C(=O)Nc3cc(S(C)(=O)=O)ccc3Cl)ccc21	1.8%[50 µM]	37%	9%	2%	-0.1%	1%	0%	0.8	59	-0.5%
COc1ccc(NC(=O)NCc2cccnc2)cc1	0.8%[50 µM]	4%	9%	10%	-0.1%	-9%	1%	1.5	69	0.8%
CCOc1ccc(C(=O)/C=C/Nc2ccc(S(=O)(=O)Nc3onc(C)c3C)cc2)cc1	8.6%	6%	6%	-9%	-0.2%	-5%	35%	0.7	74	2.3%
Cn1nnnc1SCC(=O)NC1CCCc2ccccc21 (configuration not stated)	0.0%	6%	15%	15%	0.0%	-8%	-22%	1.0	48	2.4%
N/C(=N\OC(=O)c1cccc(Cl)c1)c1ccccn1	4.0%[50 µM]	-1%	9%	4%	0.1%	-1%	-4%	2.8	72	2.3%
Cc1nnc(SCC(=O)NC2CC2)n1-c1ccccc1	0.9%[50 µM]	20%	4%	0%	0.2%	-3%	6%	0.4	62	0.6%
O=C(Nc1ccc(Cl)c(Cl)c1)N1CCC(N2CCCCC2)CC1	0.3%	2%	-4%	3%	-0.2%	-5%	-4%	-0.8	46	-0.3%
Cc1ccc(NC(=O)CSCc2ccc(F)cc2)cc1	3.0%[50 µM]	2%	2%	-4%	-0.3%	-5%	-4%	-2.7	73	1.5%
O=C(Cn1nnc(-c2ccccc2)n1)NCc1ccccc1	6.6%	-3%	11%	2%	0.2%	-5%	-8%	0.6	56	-1.5%
O=C(COc1ccc(S(=O)(=O)N2CCOCC2)cc1)NC1CC1	0.2%	13%	-6%	-4%	0.3%	1%	9%	-0.7	52	-1.2%
O=C(Nc1cccnc1)c1ccc(Cl)c(Cl)c1	-0.1%	11%	-10%	-4%	-0.1%	-1%	-6%	-0.7	58	-2.5%	Dengue-2 NS5 capping pilot replicate=-2.4
Cc1nc(-c2ccc(S(=O)(=O)Oc3ccccc3Cl)s2)cs1	0.4%	23%	7%	-1%	0.1%	5%	23%	16	55	-1.1%
COc1ccc(N2C(=O)C3C(C2=O)C2C=CC3C23CC3)c([N+](=O)[O-])c1 (configuration not stated)	0.3%	-5%	-1%	-3%	1.4%	-5%	-7%	0.2	79	-1.5%
Cc1nccn1CCC(=O)Nc1ccc(Cl)cc1	0.2%	11%	6%	0%	-0.3%	0%	-1%	-0.3	58	-0.9%
O=C1CCN(CCc2ccccc2)CCN1CCSc1ccccc1	0.5%	9%	-5%	5%	0.0%	-1%	-5%	0.2	75	1.5%
COc1cccc(-c2c(NC(C)=O)n(C)c3ccccc3c2=O)c1	0.1%	19%	-5%	-3%	-0.1%	-2%	4%	-0.9	72	-0.7%
Cc1cc(-c2csc(N)n2)c(C)n1Cc1ccco1	-0.9%	83%	8%	62%	0.6%	5%	2%	-0.2	43	46%
COc1cccc(C(C)NC(=O)Cc2cccs2)c1 (configuration not stated)	-2.5%	9%	-3%	10%	0.5%	3%	7%	0.2	64	0.0%
Nc1nc(SCC(=O)N2CCCc3ccccc32)n(-c2ccccc2)n1	0.6%	-6%	-3%	-2%	-0.1%	-6%	19%	-2.2	107	9.5%
